Screens: PubChem BioAssay, several laboratories
VLA-4 inh = inhibition in a human VLA-4 binding assay. inhibition, % (about 7 µM as worked out from the volumes in the protocol). 330,000 compounds, 0.2% hits. AID 2557. VLA-4 expressing cells, ligand binding flow cytometry. P13612; in the data active = inhibition above about 50%
MEX-5 binding = C. elegans MEX-5 TCR-2 RNA binding activity; activity score (negative = inhibition of binding), % at 10 µM; Q9XUB2; 300,000 compounds, 0.38% hits; AID 1832; MEX-5/FITC-TCR2 RNA binding, fluorescence polarization; hits give low values;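 active = inhibition past about -25% in most replicates, and total fluorescence under double the plate's negative control median, limit read from the data; inconclusive = replicates evenly split on the limit, or fluorescence at least double controls; inactive = too little inhibition in most replicates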;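 also: 0% = DMSO and -100% = 5 µM competing unlabeled TCR2 RNA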
AGP1 TOR yeast = modulators of TOR pathway AGP1-GFP in S. cerevisiae | S. cerevisiae AGP1-GFP multiplex flow cytometry, 3 h; GFP as percent of DMSO wells | GFP response vs DMSO, % at 10 µM | 320,000 compounds, 0.02% hits;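 active = GFP response relative to DMSO above a set limit, near screen average plus 3 SD, cut at about 150% in these data; inconclusive = fewer than 70 cells counted for the yeast strain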;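 also: median GFP channel fluorescence of the gated AGP1 strain per well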
MCL1 BIM primary = disrupts human MCL1 binding to BIM-BH3 peptide. Q07820. GST-MCL1 / FITC-Bim-BH3 fluorescence polarization. inhibition, % at 10.9 µM. 320,000 compounds, 0.68% hits;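 active = inhibition above the mean inhibition of all tested compounds plus 3 SD, set per campaign, cut at about 40% in these data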;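 also: 0% = DMSO wells and 100% = unlabeled Bim-BH3 peptide control; higher means more loss of mP so more displacement of Bim peptide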
Target sequence (Q07820 whole entry, looked up): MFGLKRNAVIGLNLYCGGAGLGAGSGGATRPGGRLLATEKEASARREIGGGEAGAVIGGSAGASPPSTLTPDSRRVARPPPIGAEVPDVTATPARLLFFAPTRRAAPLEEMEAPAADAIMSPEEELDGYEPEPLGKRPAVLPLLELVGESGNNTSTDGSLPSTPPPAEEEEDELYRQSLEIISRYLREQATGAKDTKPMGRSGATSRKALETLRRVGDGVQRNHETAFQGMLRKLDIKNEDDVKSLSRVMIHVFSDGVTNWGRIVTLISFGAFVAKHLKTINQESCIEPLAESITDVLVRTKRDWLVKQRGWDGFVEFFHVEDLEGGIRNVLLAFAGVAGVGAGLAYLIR
GRK2 inh = inhibitors of human GRK2 displacing RNA aptamer. P25098. bead flow cytometry, FAM-aptamer displacement from GRK2. inhibition of aptamer binding, % at 10 µM. 330,000 compounds, 0.59% hits. AID 488847;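 active = inhibition of aptamer binding above 40%, roughly 3 SD of noise, on plates passing a quality check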;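 also: median bead fluorescence of bound FAM aptamer so fluorescent compounds give negative values; no value below 0 was filed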
Yeast superoxide = lowers age-related superoxide in aged yeast cells; S. cerevisiae aged cells, superoxide DHE fluorescence; hits give low values; superoxide response (% of plate mean), % at 10 µM; 330,000 compounds, 0.18% hits; AID 2690;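 active = superoxide response under a set limit, about three screen SD below normal, cut at about 65% in these data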;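 also: yeast aged for seven days with compound at 30 °C before DHE staining; 100% = average MFI of all compound-treated wells on the plate with controls excluded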
CIT2 TOR yeast = yeast TOR pathway CIT2-GFP modulation | S. cerevisiae CIT2-GFP strain, flow cytometry, 3 h; 100 means same as DMSO wells | GFP response vs DMSO, % at 10 µM | 320,000 compounds, 0.065% hits | AID 2029;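 active = GFP response relative to DMSO above a set limit, near the screen mean plus 3 SD, cut at about 150% in these data; inconclusive = Fewer than 70 cells measured for a yeast strain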;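 also: ratio of well median GFP fluorescence to mean of DMSO wells on the plate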
Bcl-xL primary = inhibitors of human Bcl-xL | inhibition, % at 10.9 µM | Q07817 | GST-Bcl-xL / FITC-Bim BH3 peptide fluorescence polarization | 320,000 compounds, 0.7% hits;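 active = inhibition above the mean of all tested compounds plus 3 SD, cutoff set per campaign, cut at about 30% in these data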;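 also: 0% = DMSO wells and 100% = unlabeled Bim-BH3 peptide competitor; inhibitors lower millipolarization by displacing the labeled peptide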
GLD-1 TGE inh = GLD-1-TGE RNA interaction inhibition (C. elegans). Q17339. purified GLD-1 + fluorescein TGE RNA, fluorescence polarization. inhibition, % at 5.96 µM. 320,000 compounds, 0.44% hits. AID 2280;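 active = percent inhibition above a per-plate cutoff, the plate mean of test compounds plus 3 SD, cut at about 30% in these data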;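 also: 0% = DMSO wells with GLD-1 and probe and 100% = wells lacking GLD-1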
Target sequence (Q17339 whole entry, looked up): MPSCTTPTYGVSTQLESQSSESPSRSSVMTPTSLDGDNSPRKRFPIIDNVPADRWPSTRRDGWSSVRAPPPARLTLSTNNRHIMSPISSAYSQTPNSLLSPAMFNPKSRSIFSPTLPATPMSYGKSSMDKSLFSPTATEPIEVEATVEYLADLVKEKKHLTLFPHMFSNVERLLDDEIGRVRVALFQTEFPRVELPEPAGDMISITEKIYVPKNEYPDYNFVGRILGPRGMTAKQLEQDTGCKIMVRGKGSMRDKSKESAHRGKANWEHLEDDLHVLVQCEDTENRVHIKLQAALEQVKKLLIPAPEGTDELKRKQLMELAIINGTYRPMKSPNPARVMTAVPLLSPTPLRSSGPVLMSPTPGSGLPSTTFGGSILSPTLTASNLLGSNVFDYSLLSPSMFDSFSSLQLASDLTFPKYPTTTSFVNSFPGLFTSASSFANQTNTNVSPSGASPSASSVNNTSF
The depositor's hits bear a star; ? = inconclusive; . = not tested or not shown; [ ] = remark or other dose.

Screens in order: VLA-4 inh, MEX-5 binding, AGP1 TOR yeast, MCL1 BIM primary, GRK2 inh, Yeast superoxide, CIT2 TOR yeast, Bcl-xL primary, GLD-1 TGE inh
C[C@@H]1[C@@H](Sc2ccccc2)CC(=O)O[C@@H]1c1ccc(-c2ccccc2)cc1
  -1, 1.4, 85, 3, 2, 130, 84, -2, 4
COc1cccc(-c2n[nH]c3c2CCC3)c1
  10, -0.1, 99, 8, 0, 95, 92, -7, 9
COc1ccc(NS(=O)(=O)c2cc([N+](=O)[O-])ccc2NN=Cc2ccccc2OCC(=O)O)cc1
  11, ., 106, ., 4, 92, 102, ., -3
Cc1cc(C)cc(OCC(=O)Nc2ccc(-n3cnnn3)cc2)c1
  -11, ., 102, -16, 4, 115, 98, -5, 2
Cc1cc(C)nc(NC(=NCCc2c[nH]c3ccccc23)NC(=O)Nc2ccc(Cl)cc2)n1
  2, -1.1, 89, 11, 0, 105, 94, 5, 8
COc1cc(OC)c(C(=O)Nc2ccncc2)cc1OC
  -6, -1.6, 97, 4, 0, 97, 101, 6, -5
CC1CCCCC1NC(=O)COC(=O)c1ccc(N(C)C)cc1 (centres undefined)
  0, 0.4, 99, 11, 0, 104, 103, 6, -7
COc1ccc(CNC(=O)[C@@H](NC(=O)C2CCN(S(=O)(=O)c3ccccc3)CC2)C(C)C)cc1
  13, -0.9, ?, 1, 0, 89, 92[may fluoresce red], 8, 8
CN(CC(=O)Nc1cccc(F)c1)C(=O)COc1cccc2c1OC(C)(C)C2
  14, 0.3, ?, -5, 4, 106, ?, -3, 3
Cc1cc(N2CCCC2)nc2ccc(NC(=S)NCCCN3CCC(C)CC3)cc12
  13, -0.3, 102, 13, 0, 129, 106, 11, -4
O=C(NC1CCCCC1)C(c1cccs1)N(C(=O)c1ccccn1)c1ccccc1 (centres undefined)
  0, 1.7, 102, 2, 0, 104, 103, 3, 1
CC1CCN(C(=O)CCc2ccc(Oc3cc([N+](=O)[O-])cc([N+](=O)[O-])c3)cc2)CC1
  8, 3.7, 87, 14, 2, 77, 86, 2, 0
COc1ccccc1OCc1nc2ccccc2s1
  -1, 1.5, 100, -4, 3, 72, 102, -4, -5
NC(=O)c1cnn(Cc2ccc(Cl)cc2)c1N
  0, -1.1, 102, 2, 0, 70, ., 1, 4
COc1ccc(S(=O)(=O)N2CCN(Cc3ccc4c(c3)OCO4)CC2)cc1F
  11, 0.7, 102, 3, 1, 80, 103, 4, 4
O=C(O)c1ccccc1-c1ccccc1C(=O)NCc1ccccc1Cl
  -1, 0.7, 101, 6, 0, 99, 107, 4, 10
Cc1ccn2cc(-c3cccc(NC(=O)C(C)C)c3)nc2c1
  -1, 0.4, 113, 1, 0, 101, 110, 3, 4
Cc1cnc(NC(=O)CSc2nnc(-c3ccc(Cl)cc3Cl)n2N)s1
  33, ., ., 7, 1, 95, 103, 4, -1
COc1cc2c(cc1OC)C(C)N(C(=O)C1=NN(c3cccc(C)c3)C(=O)CC1)CC2 (centres undefined)
  -4, 2.0, 16, 8, 0, 102, 99, 5, 5
CC(=O)NCCSCCNC(C)=O
  -7, 0.5, 103, -1, 1, 95, 97, 3, 3
NC(=O)C1CC=CCC1C(=O)OCC(Cl)=C(Cl)Cl (centres undefined)
  0, -3.4, 105, 6, 0, 108, 103, 8, 4
CN(C)c1ccc(C(=O)Nc2ccc(S(=O)(=O)NC3=NCCCCC3)cc2)cc1
  29, -3.1, 91, 2, 2, 102, ., 6, -2
CN(C)CCCNC(=S)N1CCC(c2nc3ccccc3[nH]2)CC1
  4, 3.1, 88, 7, 0, 91, 103, 8, 4
Cc1ccc(NC(=O)c2cc(S(=O)(=O)N(C)C)ccc2N2CCCC2)cc1F
  17, -1.1, 87, -5, 0, 106, 84, 2, 3
COCCNC(=O)c1ccccc1NS(=O)(=O)c1ccc(C)c([N+](=O)[O-])c1
  5, 0.5, 93, 1, 0, 108, 96, -1, 10
CC(C)N1CC(COc2ccc(Cl)cc2Cl)OC1=O (centres undefined)
  5, 2.6, 102, -2, 3, 114, 101, -4, 2
COC(=O)c1ccc(C(=O)Nc2nnc(-c3cccnc3)o2)cc1
  8, 0.3, 99, -1, 0, 108, 92, 0, 5
CCCC(CCC)C(=O)Nc1cccc(-c2cn3c(n2)SCC3)c1
  19, 2.6, 94, -3, 0, 102, 98, -4, -6
CCOCCCNC(=O)C(c1ccc(C)cc1)N(Cc1cccs1)C(=O)c1ccccc1O (centres undefined)
  0, -0.3, ., -1, 0, 106, 101, 3, 13
Cc1ccc(-c2nn(-c3ccccc3)cc2C2SCC(=O)N2Cc2ccccc2)o1 (centres undefined)
  -22, 0.3, 101, 3, 0, 116, 94, 3, 6
Cc1ccc2nc(NC(=O)CN3CCN(c4ccccn4)CC3)sc2c1
  8, -1.2, 102, 4, 0, 97, 100, 7, 0
COc1ccc(N2CCN(C(=O)c3cc4c(s3)CCCCC4)CC2)cc1
  -4, ., 91, 6, 0, 90, 92, 8, 7
COc1cc(C(=O)NCCOc2ccccc2C)c(Br)c(OC)c1OC
  -1, -0.1, 98, -1, 0, 90, 97, -1, 2
C/C(=N\NC(=O)c1ccc(CSc2nncn2C)cc1)c1ccc2ccccc2c1
  1, -0.8, 98, 8, 0, 82, 101, -1, -3
Nc1nonc1-n1nnc(C(=O)N/N=C/c2ccc(OCc3ccccc3F)cc2)c1CNc1ccccc1
  -5, 0.1, 107, 2, 1, 122, 112, 1, -6
Cc1ccc(NS(=O)(=O)c2ccc3oc(=O)ccc3c2)cc1Cl
  10, 1.7, 99, 7, 0, 112, 98, 1, 2
CC1(C)CC(=O)C2=C(C1)N(c1ccc(F)cc1)C(N)=C(C#N)C2c1cccs1 (centres undefined)
  8, -0.2, 102, 4, 3, 102, 103, 5, -4
CN(CCO)S(=O)(=O)c1ccc2c(c1)C(=O)c1cc(S(=O)(=O)N(C)CCO)ccc1-2
  -5, 0.8, 98, 6, 4, 110, 109, 2, 1
O=C1CN(C(=O)COC(=O)CCS(=O)(=O)c2ccccc2Cl)c2ccccc2N1
  -6, ., 99, ., 1, 79, 103, ., 3
Cc1ccc(NC(=O)CCS(=O)(=O)c2cc3[nH]c(=O)c(=O)[nH]c3cc2C)cc1
  0, -1.1, 99, 0, 3, 66, 96, 0, -5
CCn1cc(C(=O)NCc2ccccc2)c(=O)c2cc(F)c(N3CCN(C(=O)c4ccco4)CC3)cc21
  2, 2.3, 89, -6, 0, 106, 77, -5, 2
O=C(NCc1cccs1)C1CCC(CNS(=O)(=O)c2ccccc2)CC1 (centres undefined)
  -12, -0.6, 100, 1, 0, 89, 94, -3, 1
N#Cc1cc2c(nc1SCc1cccnc1)CCC2
  0, -4.2, 97, 2, 0, 93, 90, 3, 6
CC(=O)c1ccc2c(c1)OCCOCCOCCOCCO2
  -1, -0.1, 107, 1, ., 102, 101, 5, 1
CCSc1nnc(NC(=O)c2nn(C(C)C)c(=O)c3ccccc23)s1
  -15, 2.1, 97, 11, 3, 101, 102, 10, 2
Clc1ccc(-c2nnc(SCc3nc(-c4ccccc4)no3)o2)cc1
  -5, -0.7, 104, -3, 0, 107, 96, 1, 4
COc1ccc2cc([C@@H](C)C(=O)O)ccc2c1
  42, ., 83, 6, 3, 108, 72, 5, 5
COc1ccc(-c2cn(-c3ccc(Br)cc3)c3[n+]2CCS3)cc1
  22, -0.8, 105, 6, 0, 89, 105, 0, -3
Cc1ccc(OCc2cc(C(=O)NCC(C)c3ccccc3)no2)cc1C (centres undefined)
  10, -0.4, 105, 0, 1, 100, 101, 4, 1
Cc1nc(C(=O)NNC(=O)c2cccc(Cl)c2)c(C(F)(F)F)o1
  0, 0.8, 99, 0, ., 95, 101, 6, 1
Cc1cccc(N(C(=O)CCC(=O)Nc2cc(C)on2)C(C(=O)NC2CCCC2)c2ccc(C)o2)c1 (centres undefined)
  12, -0.7, 93, -4, 6, 88, 90, 6, 7
Cc1cc(Cl)ccc1NC(=S)N1CCN(Cc2ccc3c(c2)OCO3)CC1
  11, 1.0, 105, 3, 2, 115, 100, 5, -3
C/C(=N\n1c(C)cc(C)c(C#N)c1=O)c1cccs1
  -6, -0.8, 106, -1, 3, 102, 93, 0, 0
O=C(O)/C=C/c1coc2ccccc2c1=O
  -8, -0.9, 102, 6, 0, 109, 105, -1, 3
O=c1[nH][nH]c(-c2ccccc2)c1C=Nc1ccc(C(F)(F)F)cc1
  -22, 0.5, 91, 9, 0, 89, 99, 4, 4
CSc1ccc(Cl)c(C(=O)NNC(=O)c2csc(N3CCOCC3)n2)c1
  2, -4.9, 81, 5, 5, 106, 77, 2, 0
C/C(=N\NS(=O)(=O)c1ccc(C)cc1)c1ccc(C)s1
  -8, 1.0, 99, 24, 1, 98, 93, 14, 14
Cc1nc2c(C)cccn2c(=O)c1NC(=O)COc1ccccc1
  5, 2.8, 93, 2, 3, 104, 87, 6, 4
CC(=O)c1c(C)[nH]c(C(=O)NNC(=O)COc2ccc(Cl)cc2C)c1C
  -6, -5.5, 100, 5, 2, 101, 100, 4, 7
CCOC(=O)C1CCCN(C(=O)c2cn(CC)c3ccc(S(=O)(=O)N(C)C)cc3c2=O)C1 (centres undefined)
  -30, ., 103, -1, 0, 98, 102, -2, 5
CC(C)CC(NC(=O)c1ccc(Cl)cc1Cl)C(=O)O (centres undefined)
  11, -0.1, 100, 4, 2, 102, 96, 3, -4
O=C(CNC(=O)c1ccc2c(c1)S(=O)(=O)N=C1CCCCCN12)Nc1ccc(F)c(F)c1
  -6, 2.7, 95, 3, 1, 101, 102, -3, 4
Cc1ccc(NS(=O)(=O)c2cccc(C(=O)OCC(=O)NCc3ccco3)c2)cc1
  1, 0.3, 106, 3, 1, 98, 112, 2, 8
